High-throughput results as filed in PubChem BioAssay.
miR-122 sensor: miR-122 Renilla sensor signal increase in Huh7, primary screen, miR-122 inhibitor project, cell-based, single point, plate reader | Huh7 miR-122 Renilla luciferase sensor, 48 h; neutral wells = 0, positive control = 100 | activation (reporter increase), % at 12.5 µM | 340,000 tested, 0.3% active | AID 602342, 2012;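 active = mean replicate activation score at least 90 and every replicate individually at or above 90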;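 also: higher luciferase means less miR-122 activity so hits act as miR-122 inhibitors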
An asterisk follows results filed as active. Only part of the results is shown (hit frequency here may not be typical).

no.	miR-122 sensor	molecule
1	-8	O=S(c1ccc2ccccc2c1)c1cnns1 (configuration not stated)
2	3	CCOC(=O)c1c(C)[nH]c(C(=O)COC(=O)c2ccc(F)c(S(=O)(=O)N3CCOCC3)c2)c1C
3	3	COc1ccccc1NC(=O)N(Cc1ccccc1)c1ccccn1
4	-6	O=C(C1CCCCC1)N1CCCC(c2nc3c(nnn3Cc3ccccc3)c(=O)[nH]2)C1 (configuration not stated)
5	0	CCOC(=O)C(NC(C)=O)(Nc1ccc(S(=O)(=O)Nc2ccncn2)cc1)C(F)(F)F (configuration not stated)
6	-7	C=CCN1C(=O)C(O)(CC(=O)c2ccc(-n3cccc3)cc2)c2ccccc21 (configuration not stated)
7	11	O=c1c2[nH]c3ccccc3c2ncn1Cc1ccco1
8	0	COc1ccc(NC(=O)CCC(=O)c2cccs2)c(OC)c1
9	-3	CNC(=S)N(CCc1ccc(OC)c(OC)c1)C1CC(=O)N(c2ccccc2)C1=O (configuration not stated)
10	-6	CC(=O)Nn1c(-c2ccccc2)cc2ccccc21
11	8	O=S(=O)(Nc1nc(-c2sccc2Cl)cs1)c1cc(Cl)ccc1Cl
12	0	CCCN1C(=O)C(O)(CC(=O)c2ccc3c(c2)OCCO3)c2ccccc21 (configuration not stated)
13	-4	CCN(CC)CC(=O)n1c2c(c3ccccc31)CCCC2
14	3	Cc1cc(C)n(Cc2ccc(C(=O)NCc3ccco3)o2)n1
15	-2	O=C(CNS(=O)(=O)c1ccc(C(=O)N2CCOCC2)cc1)N1CCOCC1
16	-3	CC(C)(C)c1ccc(-c2csc(NC(=O)CN3C(=O)NC4(CCCCC4)C3=O)n2)cc1
17	65	O=C(CCCC(=O)N(CC(=O)NC1CCCCC1)Cc1ccco1)Nc1ccccn1
18	-8	CC/C(C)=N\N=C\c1c(O)n(CC)c2cc(C3=NNC(=O)CC3)ccc12
19	3	Brc1ccc(CSc2ncn[nH]2)cc1
20	-3	Cc1ccc2[nH]c(=O)c(C(c3nnnn3C3CCCC3)N(Cc3cccnc3)Cc3ccco3)cc2c1 (configuration not stated)
21	-6	Oc1ccc(-c2nc3ccccn3c2NCc2ccc3c(c2)OCO3)cc1
22	-6	CCCCN=C(C)c1c(O)c2ccccc2oc1=O
23	-5	Cc1nn(CCCC(=O)Nc2sc3c(c2C#N)CCC3)c(C)c1[N+](=O)[O-]
24	-1	COc1ccc(S(=O)(=O)N(C)CC(=O)Nc2ccccc2C(F)(F)F)cc1
25	-6	Cc1ccc(S(=O)(=O)C2(C(=O)Nc3ccc(F)cc3)CC2)cc1
26	33	O=C1C2=C(Nc3ccccc3SC2c2ccco2)c2ccccc21 (configuration not stated)
27	-3	Nc1nnc(CC(=O)N/N=C/c2cccc(OCCOc3ccccc3)c2)s1
28	-1	CC(C)C(c1nnnn1C(C)(C)C)N1CCN(c2cccc(Cl)c2)CC1 (configuration not stated)
29	-1	O=C1N(CCCCN2C(=O)C3(OCCO3)c3ccccc32)c2ccccc2C12OCCO2
30	-3	Cc1ccc2oc(-c3cccc(NC(=O)c4ccc(Br)o4)c3)nc2c1

Reformatted bar-delimited: part of the list above.
entry | SMILES | miR-122 sensor
21 | Oc1ccc(-c2nc3ccccn3c2NCc2ccc3c(c2)OCO3)cc1 | -6
22 | CCCCN=C(C)c1c(O)c2ccccc2oc1=O | -6

Further compounds.
no.	miR-122 sensor	molecule
31	-4	Cc1ccc(C)c(S(=O)(=O)NCc2ccc(C(=O)NCc3ccccn3)cc2)c1
32	-2	CC(=O)N1CCc2cc(S(=O)(=O)CCC(=O)NCc3ccc4c(c3)OCO4)ccc21
33	-4	CCN(CC)CCN1C(=O)C(=O)/C(=C(/O)c2ccccc2)C1c1ccccc1F (configuration not stated)
34	-3	CCOC(=O)c1ccc(NC(=O)CSc2nc(C)cc(=O)[nH]2)cc1
35	0	Cc1ccc(C(=O)N/C(=C/c2ccc(-c3cccc([N+](=O)[O-])c3)o2)C(=O)NC(C)C)cc1
36	-3	CCn1nc(NC(=O)c2ccco2)c2cc3ccc(C)cc3nc21
37	-1	COC(=O)C1C(=O)CC(C)(O)C(C(=O)OC)C1/C=C/c1ccccc1 (configuration not stated)
38	-3	O=C(O)CCc1nc(-c2cccs2)no1
39	-4	COCCn1nnnc1C(c1cc2ccc(OC)cc2[nH]c1=O)N1CCN(C2CCCCC2)CC1 (configuration not stated)
40	-3	CCN(CC)Cc1c(O)ccc2c(=O)c(-c3ccc4c(c3)OCCO4)coc12
41	-5	Cc1ccc(/C=N/Nc2ccc3c(C(F)(F)F)cc(C(F)(F)F)nc3n2)cc1
42	0	CCCN(CCC)S(=O)(=O)c1ccc(C(=O)Nc2nnc(-c3cc(OC)cc(OC)c3)o2)cc1
43	-4	Cc1cc(C(=O)NCCCN2CCCC2=O)cs1
44	0	CCCCn1nnc(NC(=O)c2cc3ccccc3o2)n1
45	-3	Cc1ccc(NC(=O)NC(=O)c2ccccc2)cc1F
46	-1	COc1ccc(-c2ccnc(SCC(=O)Nc3ccccn3)n2)cc1
47	2	Cn1ccnc1SCc1cn2ccccc2n1
48	-6	COc1ccc(NC(=O)N[C@@H](CCSC)C(=O)O)cc1Cl
49	-3	CN(C)S(=O)(=O)Oc1cccc(C(=O)Nc2ccc(Cl)c(Cl)c2)c1
50	16	O=C(NC(=S)Nc1ccc(N2CCCCC2)c(Cl)c1)c1cccs1
51	-1	COc1ccc(C2CC(=O)C(C=NCCN3CCN(C(C)=O)CC3)=C(O)C2)cc1 (configuration not stated)
52	-13	CCCCCNc1nc(N2CCCC2)c2c(c1C#N)CCN(C)C2
53	-2	Cc1cccc(CC(Cc2nc3ccccc3[nH]2)c2nc3ccccc3[nH]2)c1 (configuration not stated)
54	-4	CC(C)C(=O)NC(c1cccs1)c1cc([N+](=O)[O-])c2cccnc2c1O (configuration not stated)
55	-2	COc1ccccc1OCC(=O)N1CCN(c2ccccc2OC)CC1
56	-1	Cc1cc(C)c(C(=O)c2ccccc2C(=O)O)c(C)c1
57	-5	CCOC(=O)c1[nH]c2ccc(OCC)cc2c1NC(=O)CN1CCN(c2ccccc2)CC1
58	-2	CC1(C(=O)NC2CCCC2)CCC(=O)N1CCC1=CCCCC1 (configuration not stated)
59	-6	COc1ccc(CNCc2ccco2)cc1OCc1ccccc1
60	3	O=c1c2cnn(-c3ccccc3)c2nc(-c2cccs2)n1-c1ccc(Br)cc1
61	-3	O=C(Nc1cc(N2CCOCC2)ncn1)c1ccccc1
62	2	CCOc1nc(SC(C(C)=O)C(=O)Nc2ccccc2)nc(N(C)C)n1 (configuration not stated)
63	0	O=C(NCC(c1ccco1)N1CCCC1)c1ccc(Cl)cc1 (configuration not stated)
64	-9	Cn1c(=O)c2c(ncn2CC(=O)N2CCOCC2)n(C)c1=O
65	-1	CCOC(=O)c1cccc(NC(=O)/C(=C\c2ccccc2)NC(=O)c2ccccc2Cl)c1
66	0	CCOC(=O)c1c(C)nc2sccn12
67	23	CC(C)CN(CC(C)C)c1nc(N)c(C#N)c(CC#N)c1C#N
68	-5	CC(C)NC(=O)c1cc2c(C(F)(F)F)nn(C)c2s1
69	-13	Cc1ccc(N(CN2C(=O)C3CC=CCC3C2=O)C(=O)c2ccco2)cc1Cl (configuration not stated)
70	3	CCCc1cc(=O)[nH]c(SCC(=O)NC(=O)OCC)n1
71	0	CCCOc1ccc(/C(O)=C2/C(=O)C(=O)N(CCCOC)C2c2cccnc2)cc1 (configuration not stated)
72	-4	CCNC(=O)COC(=O)c1ccc(S(=O)(=O)N2CCCCCC2)cc1
73	3	CC(=O)N1CCCc2cc(S(=O)(=O)N(C)CCC#N)ccc21
74	4	O=C(Cc1ccc(S(=O)(=O)N2CCOCC2)s1)NCC1CCCCC1
75	2	COCCN1CN=C(Nc2nc3ccccc3s2)NC1
76	-4	Clc1ccc(-c2cc(COc3ccc4ccccc4c3)no2)cc1
77	5	CCOc1ccc(N(CC(=O)NCc2ccc(C)cc2)S(=O)(=O)c2c(C)[nH]c(=O)[nH]c2=O)cc1
78	5	Cc1[nH]nc2c1C(c1cn[nH]c1-c1ccc(F)cc1)C(C#N)=C(N)O2 (configuration not stated)
79	-5	CC1CN(C2CCN(S(=O)(=O)Cc3ccccc3)CC2)CC(C)O1 (configuration not stated)
80	-6	COC(=O)N/N=C(C)/C=C/c1ccccc1

(further entries)
no.	miR-122 sensor	molecule
81	6	O=C(O)C1CC=CCC1C(=O)NCCc1cccc(Cl)c1 (configuration not stated)
82	-1	O=C(Nc1ccccc1C(=O)O)c1ccc(Cl)c(S(=O)(=O)N2CCOCC2)c1
83	0	CC(C)CCNC(=O)CN(Cc1ccc2c(c1)OCO2)C(=O)CCC(=O)Nc1ccccn1
84	-3	[O-][n+]1onc2c1CCc1nnc(-c3ccccc3)cc1-2
85	1	C/C(=N\OC(=O)c1cccc(Cl)c1)c1sc(C)nc1C
86	5	CCOC(=O)c1c(NC(=O)Cc2cccs2)sc(C(=O)N2CCCCC2)c1C
87	-4	COc1ccc(O)c(C(=O)c2cc(C#N)c(=O)n(CCN3CCOCC3)c2)c1
88	5	CS(=O)(=O)N1CCN(c2nc(-c3ccccc3)cs2)CC1
89	7	CCSc1nnc(NC(=O)NC(CC)(C(F)(F)F)C(F)(F)F)s1
90	4	CCOC(=O)c1cn(CC)c2cc(N3CCOCC3)c(F)cc2c1=O
91	-9	CC(C)[C@H](CN1CCC[C@H]1CN1C(N)=NC[C@H]1C(C)C)N1C[C@@H](Cc2ccccc2)N(CCCC2CCCC2)C1=N
92	4	O=C(C1CCCN1S(=O)(=O)c1ccc(Cl)c(Cl)c1)N1CCOCC1 (configuration not stated)
93	-7	Cc1cc(Cl)c(S(=O)(=O)N2CCSCC2)cc1OCC(=O)NC1CCCCC1
94	-10	Cc1cc(NC(=O)CSc2n[nH]c(CC(C)C)n2)no1
95	-6	Cc1cc(=O)oc2n[nH]c(-c3ccccc3)c12
96	2	Nc1c(N(C(=O)Nc2ccc(Cl)c(Cl)c2)C2CCCC2)c(=O)[nH]c(=O)n1Cc1ccccc1
97	9	C=CCn1c(NC(=O)c2ccc(C)cc2)c(C#N)sc1=N
98	0	O=C(c1ccc(F)cc1)N1CCN(Cc2ccccc2Br)CC1
99	1	O=C(COC(=O)c1n[nH]c2ccccc12)NC(=O)NC12CC3CC(CC(C3)C1)C2
100	-5	CN(C(=O)c1ccc(=O)[nH]c1)C1(C(=O)NC2CCCCC2)CCCCC1
101	0	Cc1ccc(NC(=O)c2cc(NC(=O)CCCC(=O)O)ccc2Cl)cc1Cl
102	-13	O=C1C(=C(c2ccccc2)c2ccccc2)Nc2ccccc21
103	-8	O=C(CCCN1C(=O)c2ccccc2C1=O)OC1CSCC1NC(=O)c1ccccc1 (configuration not stated)
104	1	Cc1ccc(C)n1-c1sccc1C(=O)O
105	-1	CCCOn1nnnc1-c1ccccc1
106	-2	O=C(Nc1ccc(NC(=O)c2ccco2)cc1)c1cnccn1
107	9	CCOC(=O)COn1c2c(c3c4no[n+]([O-])c4ccc31)CCCC2
108	-7	CCOC(=O)CNS(=O)(=O)c1ccc(C(=O)O)cc1
109	-7	Cc1ccc(C(=O)NCCSc2ccc(Cl)cc2)cc1[N+](=O)[O-]
110	-5	COC(=O)Cc1c(C)nc2nc(Cc3ccccc3)[nH]n2c1=O
111	32	O=S(=O)(NCc1ccc(F)cc1)c1cccc(S(=O)(=O)N2CCOCC2)c1
112	1	c1ccc(CCn2nnnc2C(c2cccnc2)N2CCN(c3nc4ccccc4s3)CC2)cc1 (configuration not stated)
113	-1	O=C(C1CCN(S(=O)(=O)c2ccc(Br)s2)CC1)N1CCc2ccccc21
114	-4	Cc1ccc(Oc2cc(C#N)c(C#N)cc2-n2nnc3ccccc32)cc1C
115	-3	Cc1ccc(C)c(OC(=O)c2cccnc2)c1
116	-5	COC(=O)Nc1ccc(C)c2nsnc12
117	-4	Fc1ccc(Oc2nc(-c3ccccc3)nnc2C(F)(F)F)cc1
118	-1	COc1ccccc1C(=O)N1CCN(S(=O)(=O)c2ccccc2)CC1
119	-4	Cc1nn(CC(=O)N2CCN(c3ccccn3)CC2)c(=O)c2cc3sccc3n12
120	3	COCc1cc(=O)[nH]c(/N=C(\N)Nc2ccc(C)cc2)n1
121	0	O=C(Nc1c(F)cccc1F)c1ccc(-n2cncn2)nc1
122	-2	CCOC(=O)C(C#N)c1ccccn1 (configuration not stated)
123	0	c1ccc(-c2noc(-c3ccncc3)n2)nc1
124	0	COC(=O)C1=C(C)NC(=O)NC1C1CC=CCC1 (configuration not stated)
125	3	COc1ccc(CCNC(=O)CSc2nnc(CNC(=O)c3ccccc3F)o2)cc1OC
126	-7	COc1ccc2cc3cc(C(=O)N4CCN(Cc5ccc6c(c5)OCO6)CC4)oc3nc2c1
127	3	Cc1ccccc1-n1c(SCC(=O)N2CCCC2)nnc1-c1ccccn1
128	2	O=C(c1ccc(Cl)cc1)N(Cc1cccs1)C1CCS(=O)(=O)C1 (configuration not stated)

Grouped by structure, those above containing a furan ring, fused or not
no.	miR-122 sensor	molecule
7	11	O=c1c2[nH]c3ccccc3c2ncn1Cc1ccco1
14	3	Cc1cc(C)n(Cc2ccc(C(=O)NCc3ccco3)o2)n1
17	65	O=C(CCCC(=O)N(CC(=O)NC1CCCCC1)Cc1ccco1)Nc1ccccn1
20	-3	Cc1ccc2[nH]c(=O)c(C(c3nnnn3C3CCCC3)N(Cc3cccnc3)Cc3ccco3)cc2c1 (configuration not stated)
26	33	O=C1C2=C(Nc3ccccc3SC2c2ccco2)c2ccccc21 (configuration not stated)
30	-3	Cc1ccc2oc(-c3cccc(NC(=O)c4ccc(Br)o4)c3)nc2c1
35	0	Cc1ccc(C(=O)N/C(=C/c2ccc(-c3cccc([N+](=O)[O-])c3)o2)C(=O)NC(C)C)cc1
36	-3	CCn1nc(NC(=O)c2ccco2)c2cc3ccc(C)cc3nc21
44	0	CCCCn1nnc(NC(=O)c2cc3ccccc3o2)n1
59	-6	COc1ccc(CNCc2ccco2)cc1OCc1ccccc1
63	0	O=C(NCC(c1ccco1)N1CCCC1)c1ccc(Cl)cc1 (configuration not stated)
69	-13	Cc1ccc(N(CN2C(=O)C3CC=CCC3C2=O)C(=O)c2ccco2)cc1Cl (configuration not stated)
106	-2	O=C(Nc1ccc(NC(=O)c2ccco2)cc1)c1cnccn1
126	-7	COc1ccc2cc3cc(C(=O)N4CCN(Cc5ccc6c(c5)OCO6)CC4)oc3nc2c1
